RGS4 inh: blocks human RGS4-accelerated GTP hydrolysis; P49798; Transcreener GDP fluorescence polarization, RGS4-accelerated GTP hydrolysis; Potency, µM (top dose mostly 114 µM), without a hit: at the highest dose activity change, negative = inhibition, most hits filed as inhibitors; hit rate 0.039% among 390,000; further: potency means the concentration at half of the fitted maximal effect; on the % scale 0 is the no-effect control and ±100 the full control effect; nearly all actives have a fitted effect of over 75% in size; some results filed as inactive show a strong effect at the top dose
Target sequence (P49798 whole entry, looked up): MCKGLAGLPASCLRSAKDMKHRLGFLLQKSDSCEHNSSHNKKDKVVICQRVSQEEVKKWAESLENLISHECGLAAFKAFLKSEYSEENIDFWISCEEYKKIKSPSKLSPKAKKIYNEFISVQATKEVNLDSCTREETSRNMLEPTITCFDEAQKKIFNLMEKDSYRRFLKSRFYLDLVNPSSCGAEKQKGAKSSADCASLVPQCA
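MLSMR compounds (23 nl, pin-transferred) preincubated 10 min at room temperature with a 500nM (2x) first reagent, then RGS4 at 900nM (2x) plus Transcreener GDP mix added; fluorescence polarization (620/688 nm) read before and after 90 min at 30 °C.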
TrxR1 inh: rat TrxR1 inhibition; recombinant rTrxR1, NADPH fluorescence consumption, selenite substrate; Potency, µM (doses to about 114 µM), for inactives: at the top dose activity change, negative = inhibition, hits mostly inhibitors; AID 588453; O89049; hit rate 1% among 390,000; further: potency means the concentration at half of the fitted maximal effect; on the % scale 0 is the no-effect control and ±100 the full control effect; nearly all actives have a fitted effect of over 65% in size
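Rat TrxR1 (90 nM in the dispensed reagent) was pre-reduced with 400 uM NADPH for 5 min at room temperature, then incubated with compound for 15 min. After 400 uM selenite was added, NADPH fluorescence (Ex 340/Em 450 nm) was followed for 8 min.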
Vif-APOBEC3F blk: blocks the Vif interaction with APOBEC3F. HeLa A3F-eYFP + Vif (tagged APOBEC3F with the HIV-1 protein that degrades it), YFP fluorescence increase. Potency, µM (top dose mostly 46.1 µM), for inactives: top-dose activity, negative = active. hit rate 0.2% among 390,000. AID 602313; further: potency means the concentration at half of the fitted maximal effect; % of control where 0% means no effect; nearly all actives have a fitted effect of over 65% in size
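HeLa cells stably expressing Vif plus C-terminally eYFP-tagged A3F were seeded, incubated overnight at 37 deg C, dosed with compound, incubated overnight again at 37 deg C. Yellow fluorescence (Ex 488/Em 500-530) reported blocked Vif-mediated A3F-eYFP degradation.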
USP1 inh: inhibitors of human USP1/UAF1 deubiquitinase. recombinant USP1/UAF1, Ub-Rhodamine cleavage fluorescence. Potency, µM (titrated, usually from 57.1 µM), for inactives: at the highest dose activity change, negative = inhibition, most hits filed as inhibitors. O94782. hit rate 0.23% among 390,000. AID 743255; further: potency means the concentration at half of the fitted maximal effect; on the % scale 0 is the no-effect control and ±100 the full control effect; nearly all actives have a fitted effect of over 60% in size; inactives centre near -12
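USP1/UAF1 complex (1 nM) preincubated 15 min at room temperature with compound, then Ub-Rho substrate (150 nM final) added. Kinetic fluorescence at 480/540 nm over 6 reads at 60 s intervals; 50 mM HEPES pH 7.8, 0.5 mM EDTA, 0.1 mg/ml BSA, 1 mM TCEP, 0.01% Tween-20.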
Vif-APOBEC3G blk: Vif-A3G binding inhibition | Potency, µM (highest dose often 46.1 µM), without a hit: at the highest dose activity, negative = active, usual class: inhibitors | HeLa A3G-eYFP + Vif (tagged APOBEC3G with the HIV-1 protein that degrades it), YFP fluorescence, overnight | Q9HC16 | hit rate 0.076% among 410,000;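 further: potency means the concentration at half of the fitted maximal effect; on the % scale 0 is the no-effect control and ±100 the full control effect; nearly all actives have a fitted effect of over 60% in size; hits raise eYFP signal because A3G escapes Vif-driven loss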
Target sequence (Q9HC16 whole entry, looked up): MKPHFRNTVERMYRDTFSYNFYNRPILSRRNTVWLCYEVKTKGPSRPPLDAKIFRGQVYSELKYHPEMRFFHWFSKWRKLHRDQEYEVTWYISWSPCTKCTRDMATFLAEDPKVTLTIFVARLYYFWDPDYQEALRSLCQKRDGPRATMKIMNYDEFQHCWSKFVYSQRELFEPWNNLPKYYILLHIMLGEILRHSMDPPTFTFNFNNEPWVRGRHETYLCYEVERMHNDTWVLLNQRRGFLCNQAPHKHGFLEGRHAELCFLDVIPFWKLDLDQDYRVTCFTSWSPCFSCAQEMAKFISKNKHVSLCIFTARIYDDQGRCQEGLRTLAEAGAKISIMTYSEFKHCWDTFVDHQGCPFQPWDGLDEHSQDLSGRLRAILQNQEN
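Read-out is eYFP fluorescence (Ex 488/Em 500-530) from Vif-expressing HeLa A3G-eYFP cells; more signal means A3G escaped Vif-mediated degradation. Cells plated overnight, compound pinned in, incubated overnight at 37 deg C.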
mIDH1 inhibitor: blocks human mutant IDH1 R132H enzyme; O75874; IDH1-R132H enzyme, NADPH consumption, diaphorase/resazurin fluorescence; Potency, µM (series often up to 76.6 µM), for inactives: top-dose activity change, negative = inhibition, actives largely listed as inhibitors; hit rate 0.093% among 390,000; AID 602179; further: potency means the concentration at half of the fitted maximal effect; on the % scale 0 is the no-effect control and ±100 the full control effect; nearly all actives have a fitted effect of over 65% in size
Target sequence (O75874 whole entry R132H, stated change not applied): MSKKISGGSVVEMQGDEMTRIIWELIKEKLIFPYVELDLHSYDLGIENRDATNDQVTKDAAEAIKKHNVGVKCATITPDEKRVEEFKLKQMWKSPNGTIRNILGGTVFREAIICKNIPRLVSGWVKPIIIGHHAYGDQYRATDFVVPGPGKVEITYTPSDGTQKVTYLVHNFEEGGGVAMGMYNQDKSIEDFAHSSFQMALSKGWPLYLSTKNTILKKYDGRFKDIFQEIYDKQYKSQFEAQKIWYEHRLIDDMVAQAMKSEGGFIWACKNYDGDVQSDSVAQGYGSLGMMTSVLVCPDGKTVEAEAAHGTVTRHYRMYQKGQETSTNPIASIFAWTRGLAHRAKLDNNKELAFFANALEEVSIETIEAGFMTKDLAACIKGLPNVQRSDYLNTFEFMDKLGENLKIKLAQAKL
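IDH1-R132H (0.5 ug/mL dispensed) in pH 7.5 Tris buffer was preincubated 30 min with compound, then given a substrate mix of 0.016 mM NADPH and 2 mM alpha-KG for 80 min at room temperature; remaining NADPH was read by diaphorase/resazurin fluorescence.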
TrxR1 substrate: substrates of rat thioredoxin reductase 1. O89049. purified TrxR1 substrate turnover, NADPH consumption readout. Potency, µM (titrated, usually from 114 µM), inactives show at the highest dose activity change, negative = substrate turnover. hit rate 0.01% among 390,000; further: potency means the concentration at half of the fitted maximal effect; on the % scale 0 is the no-effect control and ±100 the full control effect; nearly all actives have a fitted effect of over 50% in size
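Rat TrxR1, dispensed at 90 nM, was prereduced with 400 uM NADPH (final) for 5 min at ~22 deg C, then incubated with compound 15 min before 400 uM selenite. A first-read NADPH fluorescence drop versus no-compound background flagged substrates.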
LDHA inh: inhibitors of human lactate dehydrogenase A | AID 1347041 | hit rate 0.15% among 480,000 | activity change, % (values are at about 110 or 230 µM) | P00338 | purified LDHA, NADH/diaphorase-resazurin fluorescence; active compounds read low; in the data active means activity change below about -30%; inconclusive means mostly about -25% to -30%;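 further: plate controls were DMSO wells for no effect and wells without enzyme for full effect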
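Enzyme activity of human lactate dehydrogenase 5 (2 nM; 0.06 mM NADH, 0.2 mM pyruvate, 5 min, RT) is measured via a resazurin/diaphorase fluorescence readout of residual NADH.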
GRP78 ERSR act: inducers of ER stress response in human glioma cells | U87-MG GRP78 promoter luciferase reporter, 16 h | Potency, µM, for inactives: top-dose activation, most hits filed as activators | hit rate 0.02% among 420,000; further: potency means the concentration at half of the fitted maximal effect; series mostly up to about 76 µM; % of control where 0% means no effect; nearly all actives have a fitted effect of over 35% in size
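Stably transfected U87-MG glioma cells carrying a GRP78-based luciferase sensor; 16 h compound incubation. Luminescence end-point read 10 min after Bright-Glo addition at room temperature.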
Active calls of the source: *; ? = inconclusive; . = not tested or not shown; & = joins results of further samples; [ ] = remark or other dose. Unless noted, the call rests on the fitted dose curve; in most records, active means well fitted curve in the direction sought with a large enough effect; inconclusive means small, poorly fitted or top-dose-only effect, or another doubt; inactive means no such curve, though single readings can be large; an effect the other way counts as inactive or inconclusive.

A first look, three compounds:
SMILES	RGS4 inh	TrxR1 inh	Vif-APOBEC3F blk	USP1 inh	Vif-APOBEC3G blk	mIDH1 inhibitor	TrxR1 substrate	LDHA inh	GRP78 ERSR act
O=C1NC[C@H](c2ccccc2)N(CCc2cccc3ccccc23)C1=O	15%	8%[57.1 µM]	1%	-9%	-1%	0%	12%[57.1 µM]	5	-5%
CC(=O)Nc1ccc2nc(-c3ccccn3)[nH]c2c1	16%	0%	-5%	-9%	3%	-4%	41%[activator]	0	-6%
CC1CCCCC12NC(=O)N(CC(=O)Nc1ccc(S(=O)(=O)Nc3ncccn3)cc1)C2=O (stereo not drawn)	9%	13%	14%	-20%	-1%	8%	5%	0	-1%

The whole of this part (from the top)
SMILES	RGS4 inh	TrxR1 inh	Vif-APOBEC3F blk	USP1 inh	Vif-APOBEC3G blk	mIDH1 inhibitor	TrxR1 substrate	LDHA inh	GRP78 ERSR act
O=C1NC[C@H](c2ccccc2)N(CCc2cccc3ccccc23)C1=O	15%	8%[57.1 µM]	1%	-9%	-1%	0%	12%[57.1 µM]	5	-5%
CC(=O)Nc1ccc2nc(-c3ccccn3)[nH]c2c1	16%	0%	-5%	-9%	3%	-4%	41%[activator]	0	-6%
CC1CCCCC12NC(=O)N(CC(=O)Nc1ccc(S(=O)(=O)Nc3ncccn3)cc1)C2=O (stereo not drawn)	9%	13%	14%	-20%	-1%	8%	5%	0	-1%
O=S(=O)(c1ccccc1)C(/C=N\O)/C=C/c1ccccc1 (stereo not drawn)	-35%	?	-3%	5%	0%	11%	10%[57.1 µM]	-2	0%
N#Cc1c(N)nc2c(c1-c1ccc(Br)s1)CCCC2	-3%	11%	-1%	-18%	-1%	1%	3%	3	-1%
CC(C)(CNC(=O)C1CCCN1C(=O)c1cccs1)N1CCOCC1 (stereo not drawn)	-10%	32%[57.1 µM]	-32%	-24%	0%	8%	-11%[57.1 µM]	4	4%
O=S1(=O)c2ccc(Br)cc2N2CCC[C@@H]2CN1Cc1ccccc1	-9%	-3%	-2%	-10%	-13%	6%	-6%	-9	-2%
COc1ccc(C(=O)Cc2ccc3c(c2)OCO3)c(O)c1	-3%	-7%	6%	-3%	2%	2%	-2%	-5	-4%
COc1ccc(C(=O)NN)cc1COc1ccc(Br)cc1	-8%	-7%	-6%	-21%	-2%	-23%	-4%	0	-6%
Cc1c(N=C2SCC(=O)N2/N=C/c2ccccc2)c(=O)n(-c2ccccc2)n1C	-20%	?	5%	-6%	2%	4%	-13%	-3	-5%
O=C(c1cc2nc(-c3ccco3)cc(C(F)(F)F)n2n1)N1CCCc2ccccc21	-17%	9%[57.1 µM]	-1%	-8%	-1%	0%	11%[57.1 µM]	-2	0%
CNC(=O)CSc1nc2ccccc2c(=O)n1CCc1ccccc1	-47%	7%[57.1 µM]	?	-23%	1%	3%	1%[57.1 µM]	-1	1%
CCCOc1ccc(C2C(=O)N(C3CCCCC3)CC(=O)N2CCC)cc1OC (stereo not drawn)	3%	22%	-4%	-11%	-9%	0%	4%	0	-4%
CCCCCCC1CC(CCC(=O)Nc2ccc([N+](=O)[O-])cc2)C(=O)O1 (stereo not drawn)	17%	11%[57.1 µM]	1%	-13%	3%	1%	6%[57.1 µM]	0	0%
COc1ccc(-c2cc(NCc3ccccn3)n3ncnc3n2)cc1	-7%	3%[2.29 µM]	1%	-21%	1%	-5%	17%[57.1 µM]	-4	1%
CN1c2ccccc2C(=O)N2CCc3c([nH]c4ccccc34)C21 (stereo not drawn)	18%	-6%	.	.	-39%	.	-9%	.	-3%
COCCC(=O)N1CCC(Oc2ccc(C(=O)NCc3ncc(C)[nH]3)cc2)CC1	6%	-5%	-21%	0%	1%	0%	-3%	-8	-3%
O=c1c(Cl)cc(Cl)nn1-c1ccccc1	13%	25µM*	3%	-9%	-16%	11%	-5%	-3	-13%
Brc1ccc2[nH]c3c(c2c1)CCC3	-18%	5%[57.1 µM]	-23%	-14%	4%	4%	-20%[57.1 µM]	1	-2%
CCc1cc(C=NC2CCCCC2)c(O)s1	19%[11.4 µM]	8%[57.1 µM]	11%	-12%	0%	6%	-9%	2	4%
CC(C(=O)O)N1C(=O)/C(=C/C=C/c2ccco2)SC1=S (stereo not drawn)	?	14µM*	.	?	0%	-3%	-18%	17	5%
O=C(Nc1nc(-c2ccccc2)cs1)c1cccs1	-3%	-15%	2%	-14%	2%	1%	-7%	0	10%
CCOC(=O)C1CCN(Cc2c(O)c3ccccc3oc2=O)CC1	19%	-27%	14%	-10%	1%	-5%	-9%	-9	1%
COc1cccc(SCC(=O)N2CCN(c3ccccc3)CC2)c1	-20%	14%	-2%	-23%	-6%	6%	0%	-8	-3%
Cc1cnc(C(=O)NCCc2ccc(S(=O)(=O)NC(=O)NC3CCCCC3)cc2)cn1	7%[56.9 µM]	0%[57.1 µM]	8%	-22%	-3%	5%	5%[57.1 µM]	-3	-2%&0%&-2%&-1%&-4%
Cc1ccc(S(=O)(=O)Cc2ccccc2Cl)cc1	-21%	10%[57.1 µM]	-17%	-17%	-22%	9%	13%[57.1 µM]	-4	-2%
O=C(Nc1ccc(C(=O)O)cc1)/C(=C\c1ccco1)NC(=O)c1ccccc1	14%	26%[57.1 µM]	4%	-6%	1%	16%	-16%	-9	10%
COc1cc(NC(=S)Nc2ccc(S(=O)(=O)N3CCOCC3)cc2)cc(OC)c1OC	-16%	14µM*	-3%	6%	-4%	-1%	10%	-1	-2%
COC(=O)C(NC(=O)c1ccccc1Cl)(Nc1ncc(S(=O)(=O)c2ccc([N+](=O)[O-])cc2)s1)C(F)(F)F (stereo not drawn)	27%	-2%	-1%	-11%	1%	-7%	-7%	5	4%
CN(C)c1cccc(C(=O)Nc2ccc3nc4n(c(=O)c3c2)CCCCC4)c1	5%	6%	-6%	-11%	0%	15%	-4%	-1	1%
O=C(CCN1CCC2CCC(C2)C1)c1ccc(F)cc1 (stereo not drawn)	-49%	1.6µM*	-7%	-9%	-2%	-7%	7%[11.4 µM]	1	-4%
O=C(Nc1ccc2c(c1)OCO2)c1ccccc1SCC(=O)N1CCCC1	19%	21%	0%	-15%	1%	2%	10%	-3	-3%
C/C(=N\NC(=O)c1ccccc1O)C1CC1	18%	31%	-1%	-17%	-1%	-5%	24%	9	?
CCCCCc1ccc(-c2ccc(OC)cc2)nc1	-18%	-12%	8%	-12%	-5%	9%	1%	-1	-1%
COCCCN1C(=O)C(=O)/C(=C(/O)c2ccc(S(=O)(=O)N3CCCCC3)cc2)C1c1ccc(F)cc1 (stereo not drawn)	14%	-2%	-26%	-12%	-3%	-15%	-10%	0	-1%
O=C1NC(=S)NC(=O)C1=Cc1ccccc1C(=O)O	-51%	-19%[57.1 µM]	9%	?	2%	0%	-8%[57.1 µM]	2	-4%
CCOC(=O)c1c(NC(C)=O)sc2c(OC(C)=O)cccc12	-4%	15%	-6%	9%	-5%	-1%	4%	-6	-4%
O=C(CC1N=C2c3ccccc3N=C(SCc3ccccc3Cl)N2C1=O)NC1CCCCC1 (stereo not drawn)	-12%	8%[57.1 µM]	5%	-26%	-4%	-26%	-1%[57.1 µM]	2	-4%
CN1C(=O)C(C)(C)c2cc(S(=O)(=O)N3CCC(C(=O)NCc4ccc(Cl)cc4)CC3)ccc21	37%	17%	-5%	-10%	0%	0%	1%	-9	-3%
O=C(Nc1ccccc1N1CCCCC1)c1ccc(Cl)c([N+](=O)[O-])c1	-21%	19%[57.1 µM]	?	-7%	-11%	-3%	-1%	-4	-3%
CCCCOc1ccc(C(=O)N(Cc2nc(-c3ccc(Cl)cc3)no2)C(C)C)cc1	-1%	24%	1%	-17%	1%	0%	-2%	-7	-3%
COc1ccc(-n2cc(-c3ccc4c(c3)OCO4)n(CC(=O)Nc3cccc(C)c3)c2=O)cc1	-1%	16%	-5%	-12%	-1%	-4%	5%	5	1%
O=C(NCCc1c[nH]c2ccccc12)c1cc([N+](=O)[O-])cc([N+](=O)[O-])c1	-53%	-8%	-4%	-13%	-5%	0%	-7%	1	-5%
O=[N+]([O-])c1cccc(-c2n[nH]c(=S)n2-c2ccc(Br)cc2)c1	-25%	?	10%	-6%	0%	4%	-4%	-32*	4%
CCc1noc(C)c1C(=O)Nc1cc(Cl)ccc1N1CCCC1	-14%	26%	-2%	-19%	-7%	4%	9%	-4	-3%
O=C(CSc1nc2c([nH]c3ccccc32)c(=O)n1-c1ccc(Cl)cc1)NCC1CCCO1 (stereo not drawn)	-4%	10%[57.1 µM]	-1%	-28%	0%	-7%	1%[57.1 µM]	0	-2%
CCOc1cc(S(=O)(=O)N(Cc2ccccc2)Cc2ccccc2)c(OCC)cc1-n1cnnn1	3%	24%	10%	-24%	-2%	2%	22%	1	-2%
c1cnc(N2CCN(c3ccc4ccccc4n3)CC2)nc1	9%	11%	1%	-19%	2%	-1%	3%	-3	0%
Nc1cc2cccnc2cc1Cl	-5%	-4%[2.29 µM]	-15%	-6%	-4%	14%	7%[57.1 µM]	27	4%
CC(=O)Nc1nonc1-c1nnc(SCc2ccccc2)n1C	5%	15%	-12%	0%	5%	-4%	2%	-3	0%

Only part of the results is shown; count on the stated rates, not on these rows.
